Source: PubChem BioAssay
FUS yeast rescue – suppressors of FUS proteinopathy in yeast; Potency, µM (titrated, usually from 76.6 µM), for inactives: at the top dose growth rescue (activation), actives largely listed as activators; AID 1347120; S. cerevisiae FUS-expressing, growth rescue, OD600, 24 h; 390,000 tested, 0.24% active;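 further: potency means the concentration at half of the fitted maximal effect; plate controls were DMSO vehicle for no effect and reference control for full effect; nearly all actives have a fitted effect of over 55% in size; some results filed as inactive show a strong effect at the top dose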
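Compound concentration series was pinned onto galactose-induced FUS-expressing yeast seeded at OD 0.005. Plates sat 24hr at 30C; absorbance at 600 nm gave growth. DMSO served as background control.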
WRN inhibitor – blocks human WRN helicase | Q14191 | WRN helicase unwinding, fluorescent forked duplex, kinetic | Potency, µM (top dose mostly 114 µM), for inactives: top-dose activity change, negative = inhibition, usual class: inhibitors | 360,000 tested, 0.46% active; further: potency means the concentration at half of the fitted maximal effect; on the % scale 0 is the no-effect control and ±100 the full control effect; nearly all actives have a fitted effect of over 55% in size
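Enzyme (20 nM final) and test compound sit together 15 min at room temperature before substrate addition. Substrate is a single-forked duplex oligonucleotide (100 nM) labelled with fluorophore and quencher, with 2 mM ATP; helicase unwinding raises red fluorescence, read kinetically.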
PI5P4Ka inh – inhibitors of human PI5P4K alpha. max response, %. PI5P4Kalpha enzyme, ADP-Glo luminescence, 60 min; active compounds read low. AID 652105. 330,000 tested, 1.2% active; active means max response of -50% or lower; inconclusive means between -30% and -50%; inactive means -30% or higher; further: value at the top dose of about 77 µM; on the % scale 0 is the no-effect control and ±100 the full control effect
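PI5P4Kalpha ADP-Glo assay; 5 microM ATP final; 60 min RT reaction; HEPES pH 7.4/EGTA/CHAPS, 5% DMSO; controls lacking substrate or enzyme; luminescent end-point.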
IL2 activator – activates IL-2 in a cell-based reporter assay. 360,000 tested, 0.065% active. IL-2 activation reporter assay, cell-based qHTS; stimulated with anti-CD3/CD4/CD28 beads; in transgenic mouse T cells. AID 652025. activation, % (series mostly up to about 46 µM); in the data active means activation above about 50%; inconclusive means mostly about 30% to 49%; further: 0% is about no effect
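Unstimulated transgenic mouse T cells preincubated 60 min with compound, then stimulated with anti-CD3/anti-CD4-coated beads plus anti-CD28 for 18 h at 37 degrees C. IL-2 response read as EGFP and DsRed fluorescence by plate cytometry.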
aSyn rescue – inhibitors of alpha-synuclein toxicity in yeast; Yeast expressing alpha-synuclein, growth rescue, BacTiter-Glo, 24 h; Potency, µM (series often up to 46.1 µM), inactives show top-dose growth rescue (activation), usual class: activators; 370,000 tested, 0.14% active; further: potency means the concentration at half of the fitted maximal effect; % of control where 0% means no effect; nearly all actives have a fitted effect of over 65% in size
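Rescue of yeast growth: cells expressing toxic alpha-synuclein, induced in galactose at OD600 0.02, incubated with compound 24 h at 30 C. ATP luminescence quantified growth; inhibitors of toxicity appear as activators.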
EPAC1 ag – activates human EPAC1 exchange factor | O95398 | EPAC1 agonist qHTS, biochemical assay; response scale: 100% = response to 6.5 mM cAMP | Potency, µM (highest dose often 154 µM), for the others: at the highest dose activation, actives largely listed as activators | 360,000 tested, 0.073% active; further: potency means the concentration at half of the fitted maximal effect; nearly all actives have a fitted effect of over 60% in size
Target sequence (O95398 whole entry, looked up): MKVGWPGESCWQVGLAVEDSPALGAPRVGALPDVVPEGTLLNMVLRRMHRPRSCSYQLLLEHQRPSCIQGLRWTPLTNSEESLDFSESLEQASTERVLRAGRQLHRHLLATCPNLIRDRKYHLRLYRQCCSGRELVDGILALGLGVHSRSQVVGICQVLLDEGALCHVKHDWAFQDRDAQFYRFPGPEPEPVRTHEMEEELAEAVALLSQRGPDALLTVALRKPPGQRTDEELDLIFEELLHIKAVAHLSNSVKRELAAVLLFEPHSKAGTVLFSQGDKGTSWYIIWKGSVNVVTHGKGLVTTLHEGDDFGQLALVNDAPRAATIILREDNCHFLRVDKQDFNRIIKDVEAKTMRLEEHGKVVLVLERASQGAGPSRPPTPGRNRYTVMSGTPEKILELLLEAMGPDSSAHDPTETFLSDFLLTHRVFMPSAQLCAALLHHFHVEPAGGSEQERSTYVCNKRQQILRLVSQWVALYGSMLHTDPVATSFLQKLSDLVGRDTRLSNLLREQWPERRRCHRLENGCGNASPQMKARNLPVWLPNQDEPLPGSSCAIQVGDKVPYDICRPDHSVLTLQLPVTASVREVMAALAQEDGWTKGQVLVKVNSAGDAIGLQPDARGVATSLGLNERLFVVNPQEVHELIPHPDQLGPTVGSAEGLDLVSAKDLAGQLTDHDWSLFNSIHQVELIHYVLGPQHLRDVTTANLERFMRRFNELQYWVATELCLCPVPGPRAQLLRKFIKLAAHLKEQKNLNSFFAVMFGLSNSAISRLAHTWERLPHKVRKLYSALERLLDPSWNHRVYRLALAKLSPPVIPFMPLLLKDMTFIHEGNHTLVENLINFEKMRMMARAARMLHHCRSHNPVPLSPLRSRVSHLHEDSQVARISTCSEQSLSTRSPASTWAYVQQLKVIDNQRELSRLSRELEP
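Compounds were pinned as a concentration titration into mixtures of EPAC1 (100 nM), BODIPY-GDP-loaded Rap1B (250 nM) and GDP (50 uM). After 5 min at room temperature, fluorescence was followed for 30 min; activity was scaled to 6.5 mM cAMP.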
EPAC1 antag – blocks human EPAC1 exchange factor; O95398; Potency, µM (titrated, usually from 115 µM), for inactives: top-dose activity change, negative = inhibition, usual class: inhibitors; EPAC1 GEF assay, Rap1b-BODIPY-GDP exchange fluorescence; 360,000 tested, 0.14% active;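 further: potency means the concentration at half of the fitted maximal effect; plate controls were vehicle for no effect and positive control for full effect; nearly all actives have a fitted effect of over 50% in size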
PLK1 PBD inh – PLK1 (human) polo-box domain binding inhibition. P53350. Plk1 PBD binding of FITC phosphopeptide, fluorescence polarization. Potency, µM, inactives show max response, negative = inhibition, actives largely listed as inhibitors. 360,000 tested, 2.8% active. AID 720504; further: potency means the concentration at half of the fitted maximal effect; series mostly up to about 57 µM; on the % scale 0 is the no-effect control and ±100 the full control effect; nearly all actives have a fitted effect of over 65% in size
Abeta rescue – restores growth of yeast expressing A-beta42 peptide; Potency, µM (top dose mostly 46.1 µM), for inactives: at the top dose growth rescue, usual class: activators; 410,000 tested, 0.063% active; AID 1347071; yeast expressing A-beta42, growth rescue, OD600, 48 h; response scale: 0% DMSO, 100% iron-clioquinol control; further: potency means the concentration at half of the fitted maximal effect; nearly all actives have a fitted effect of over 55% in size
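Growth rescue measured by 600 nm absorbance after 48 h yeast culture at 30 C with compound. Values normalized between DMSO and an equimolar ferric chloride plus clioquinol control.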
An asterisk follows results filed as active; ? = inconclusive; · = no result given; & = joins results of further samples; [ ] = dose if it differs, or a comment. Unless noted, the call rests on the fitted dose curve; in most records, active means well fitted curve in the direction sought with a large enough effect; inconclusive means small, poorly fitted or top-dose-only effect, or another doubt; inactive means no such curve, though single readings can be large; an effect the other way counts as inactive or inconclusive. Outcome played no part in choosing rows; any-hit rate near 4.1%.

SMILES	FUS yeast rescue	WRN inhibitor	PI5P4Ka inh	IL2 activator	aSyn rescue	EPAC1 ag	EPAC1 antag	PLK1 PBD inh	Abeta rescue
Cc1ccc(NC(=O)CS(=O)CC(=O)Nc2cnc3ccccc3c2)cc1Cl (configuration not stated)	7%	-19%	-8	-1.4	-7%	-6%	-27%	0%	-10%
CCOc1ccc(/C=N/NC(=O)c2nnn(-c3nonc3N)c2-c2cccs2)cc1	3%	-2%	-5	-1.6	-4%	-11%	-15%	-5%	3%
Cc1ccc(CCNC(=O)CCS(=O)(=O)c2ccc3c(c2)oc(=O)n3C)cc1	40%&10%	-16%	4	-3.1	1%	-12%	-5%	-11%	-14%&-3%
O=C(C1=C(c2ccccc2)C(=O)c2ccccc2C1=O)c1ccccc1	16%	-9%	5	-0.1	2%	6%	-25%	-7%	-19%
CCOc1ccc(S(=O)(=O)NCc2ccc3c(c2)OCO3)cc1C(=O)O	-23%	2%	4	-4.9	-3%	9%	7%	5%	-6%
O=C(O)CCc1n[nH]c(=S)[nH]c1=O	-6%	0%	-7	-0.5	-5%	3%	3%	-5%	-4%
CCOC(=O)c1c(NC(=S)NCc2ccccc2)sc2c1CCN(C(=O)OCC)C2	3%	-1%	-6	0.5	-1%	-6%	11%	-8%	10%
CC(C(=O)Nc1ccc(S(=O)(=O)N2CCCC2)cc1)N1CCCC(C(N)=O)C1 (configuration not stated)	-10%	12%	-1	1.1	13%	4%	3%	-1%	4%
Cn1nnnc1Sc1ncnc2scc(-c3ccc4c(c3)OCO4)c12	19%	·	·	-3.0	·	-12%	?	·	-5%
CSc1ccc(S(=O)(=O)NCC(=O)OCC(=O)N2CCCCC2C)cc1[N+](=O)[O-] (configuration not stated)	13%	0%	-2	-0.4	5%	-1%	10%	0%	-1%
C[C@H](CO)N1C[C@H](C)[C@@H](CN(C)Cc2ccc3c(c2)OCO3)Oc2c(NS(C)(=O)=O)cccc2C1=O	-8%	3%	-1	-0.2	1%	-20%	14%	-5%	9%
COC(=O)C1=NNCC12CC(=O)N(c1ccc(Br)cc1)C2=O (configuration not stated)	28%	-16%	1	-1.5	-6%	5%	?	?	-10%
COc1ccc(/C=C/c2nc3ccccc3n2Cc2ccccc2OC)cc1	19%	-5%	4	-3.1	-12%	10%	4%	-5%	-57%[inhibitor]
CCCn1c(CCC(=O)O)ccc1-c1ccc(F)cc1	-6%	76%[activator]	·	-0.6	11%	16%	-8%	-13%	-7%
CCOc1ccc(NC(=O)CCNC(=O)C2CCN(S(=O)(=O)c3ccccc3)CC2)cc1	8%	-2%	2	-1.6	-3%	6%	-1%	-16%	-2%
CCCCn1c(O)c(N=NC(=O)Cn2c(C(F)(F)F)nc3ccccc32)c2ccccc21	-8%	-21%[57.1 µM]	-4	0.1	-4%	1%	-5%	2%	6%
Cn1c(=O)c2c(nc(OCCc3ccccc3)n2C)n(C)c1=O	-2%	9%	-14	-1.2	10%	-7%	-5%	?	-8%
Cc1ccc(C)c(S(=O)(=O)N2C(=S)NC(=O)C2C(C)C)c1 (configuration not stated)	-9%	-8%	-30	-2.2	12%	7%	-12%	?	-20%
Cc1cc(NC(=O)c2ccc([N+](=O)[O-])cc2)n(CCC#N)n1	-1%	-2%	10	0.2	4%	6%	-6%	3%	1%
CC1CCN(c2nc(N(C)c3ccccc3)nc(N)c2[N+](=O)[O-])CC1	30%	-9%	0	0.1	8%	8%	-18%	-1%	-13%
CCOC(=O)N1CCN(C(=O)CCc2c(C)nc3nc(C)nn3c2C)CC1	9%	-8%	·	0.8	2%	3%	1%	-7%	1%
CC(C)(C)NC(=O)C(=O)NNC(=O)c1cccc(Br)c1	-4%	-4%	0	1.2	0%	-3%	-3%	-5%	-2%
COc1cccc(C(CNC(=O)C2CCN(C(=O)Nc3ccccc3)CC2)N(C)C)c1 (configuration not stated)	·	0%	1	-0.2	0%	7%	-7%	2%	10%
Cc1ccc(C2CC(c3ccccc3)=NN2c2ccccc2)o1 (configuration not stated)	-2%	-27%	2	-0.3	8%	15%	-21%	-13%	4%
COc1ccc(/C=C/C(=O)NC(=S)N2CCOCC2)cc1	20%	8%	2	-1.1	0%	0%	-22%	0%	14%
Cn1c(=O)cc(N)n(Cc2ccccc2)c1=O	-15%	3%	-15	0.2	-5%	-15%	6%	-2%	-7%
CN1C2C(Br)CCCCN2c2ccc(F)cc2S1(=O)=O (configuration not stated)	-4%	-5%	-10	-0.5	-5%	-4%	-6%	0%	-6%
COc1cc(NC(=O)COC(=O)Cn2cnc3c2c(=O)n(C)c(=O)n3C)cc(OC)c1	-3%	-8%	0	3.3	0%	13%	-1%	-2%	1%
Cc1ccccc1NC(=O)C(C)n1c2ccccc2c2nc(=O)cc(C)n21 (configuration not stated)	-11%	-2%	4	-0.3	2%	0%	-23%	-8%	4%
CCOC(=O)c1c(C)[nH]c(C(=O)OCC(=O)NCc2ccc(C)cc2)c1C	-5%	1%	4	-0.8	0%	2%	?	-13%	-9%
CCOc1ccc(C(=O)COC(=O)c2cccc(-n3cnnn3)c2)cc1	7%	8%	6	5.1	-12%	-6%	-20%	-17%	4%
CCCc1cc(N2CCCC(C(=O)NCc3ccc4c(c3)OCO4)C2)n2ncnc2n1 (configuration not stated)	9%	-16%	·	-1.8	0%	10%	-9%	-3%	0%
Cc1cc(C)c(C(=O)CC(=O)c2ccccc2Cl)c(O)c1	33%	-2%	14	-4.2	2%	-2%	?	-6%	-35%[inhibitor]
Cn1nc(C(=O)NCC2CCCO2)c2ccccc2c1=O (configuration not stated)	1%	-12%	·	-1.5	-6%	-9%	6%	-1%	11%
O=C(OCCCOC(=O)c1ccc([N+](=O)[O-])o1)c1ccc([N+](=O)[O-])o1	-1%	-6%	3	-0.2	-12%	8%	3%	-3%	-37%[inhibitor]
O=C(COC(=O)Cc1cccc(C(F)(F)F)c1)NC(=O)NC1CCCC1	·	-15%	16	-3.4	1%	0%	-17%	-2%	?
COc1ccc(-c2coc3c(C)c4oc(=O)c(CC(=O)O)c(C)c4cc23)cc1	10%	-14%	-24	-1.3	-5%	2%	-7%	-18%	-3%
COc1ccc([C@@H]2[C@@H]3C(=O)N(C(C)(C)C)C(=O)[C@@H]3[C@]3(Cc4ccccc4)C(=O)N(c4ccc(OC)cc4)C(=O)N23)cc1	?	12%	3	1.1	-4%	-25%	5%	0%	-4%
O=C(NCC(F)(F)F)c1ccc2sc([C@@H]3O[C@H](CO)[C@H](O)[C@H](O)[C@H]3O)nc2c1	-14%	1%	0	-0.1	-7%	-13%	10%	-1%	-5%
Cc1ccc(CSCCNC(=O)/C=C/c2ccccc2Cl)cc1	14%	-11%	·	0.6	-12%	20%	0%	-4%	12%
C[C@]1(C(=O)NCCc2c[nH]c3ccccc23)C=C[C@@H](Cc2ccccc2)N1C(=O)c1ccccc1	?	-5%	-5	-0.7	2%	15%	-1%	-8%	13%
CCN(CC)CCN1C(=O)C(=O)/C(=C(/O)c2ccc(OC(C)C)cc2)C1c1ccncc1 (configuration not stated)	-10%	2%	-7	-0.4	-1%	-2%	5%	0%	-11%
COc1cc2c3nnc(-c4ccc(F)cc4)c-3cn(Cc3cccc(F)c3)c2cc1OC	-14%	-26%	-26	76*	-2%	-4%	?	?	10%
O=S(=O)(CCc1nc2ccccc2o1)c1ccc(Cl)cc1	3%	7%	14	-1.8	7%	-2%	7%	0%	5%
CCOc1ccc(C2/C(=C(\O)c3ccc4c(c3)OCCO4)C(=O)C(=O)N2CCCn2ccnc2)cc1OC (configuration not stated)	-9%	-4%	3	-0.4	-9%	18%	9%	?	10%
NC(=O)c1ccccc1NC(=O)CCCCCn1nnc2ccccc2c1=O	-7%	-2%	0	-2.0	-3%	9%	12%	-10%	2%
CCc1ccc2c(COC(=O)C3CSC4(C)CCC(=O)N34)cc(=O)oc2c1 (configuration not stated)	13%	1%	-4	0.3	6%	4%	-2%	-12%	-8%
O=C(O)COc1ccccc1/C=N/NC(=O)CSc1nnc(-c2ccc(Cl)cc2)n1C1CCCCC1	5%	-5%	-3	0.6	-5%	-2%	0%	-4%	6%
Cc1ccc(C2=N/C(=C\N3CCCCC3)C(=O)O2)cc1	10%	-10%	·	-2.4	11%	-3%	-11%	-2%	21%
COc1ccc(NS(=O)(=O)c2cccc(C(=O)N/N=C/c3cccs3)c2)cc1	·	-1%	-13	-1.5	-2%	-1%	-4%	-18%	-8%
O=[N+]([O-])c1cc(/C=N/O)ccc1SCc1ccccc1Cl	36%	-24%	·	-3.2	3%	18%	-15%	-2%	2%
CCOc1ccc(N2C(=O)CC(N3CCN(c4ccc(F)cc4)CC3)C2=O)cc1 (configuration not stated)	-6%	2%	1	-0.3	0%	12%	-2%	1%	23%
Cc1ccccc1C(=O)NNC(=O)CSc1nc2ccccc2c(=O)[nH]1	-5%	0%	4	0.5	0%	13%	8%	-6%	-13%
COC(=O)Cn1c(=NC(=O)c2cccc(OC)c2)sc2cc(OC)ccc21	19%	0%	7	-2.3	-1%	0%	16%	-3%	11%
Cc1ccc(C)c(S(=O)(=O)N2CCN(C(=O)CCNS(=O)(=O)c3ccc(C)c(C)c3)CC2)c1	·	-7%	5	0.5	4%	8%	-24%	-8%	-6%

Three compounds already listed, sorted by count of non-hydrogen atoms, lowest first:
SMILES	FUS yeast rescue	WRN inhibitor	PI5P4Ka inh	IL2 activator	aSyn rescue	EPAC1 ag	EPAC1 antag	PLK1 PBD inh	Abeta rescue
O=[N+]([O-])c1cc(/C=N/O)ccc1SCc1ccccc1Cl	36%	-24%	·	-3.2	3%	18%	-15%	-2%	2%
CCN(CC)CCN1C(=O)C(=O)/C(=C(/O)c2ccc(OC(C)C)cc2)C1c1ccncc1 (configuration not stated)	-10%	2%	-7	-0.4	-1%	-2%	5%	0%	-11%
Cc1ccc(C)c(S(=O)(=O)N2CCN(C(=O)CCNS(=O)(=O)c3ccc(C)c(C)c3)CC2)c1	·	-7%	5	0.5	4%	8%	-24%	-8%	-6%
